PTAP-TSG101 blk – inhibitors of HIV-1 PTAP binding to human TSG101, validation; Q99816; Fluorescence polarization, FITC-PTAP peptide/Tsg101, 20 min; Potency, µM (top dose mostly 115 µM), inactives show top-dose activity change, negative = inhibition, most hits filed as inhibitors; 44,000 tested, under 10 active; also: potency is read from the fitted curve at half-maximal effect; 0% is about no effect
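Read-out is FITC fluorescence polarization. Compounds were added to Tsg101 binding domain (10 uM final), then FITC-PTAP peptide (50 nM final), 20 min at r.t. Total S+P intensity flags fluorescent compounds.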
p53null 32C tox – selectivity test: cytotoxicity in p53 null cells, permissive temperature | hit rate 0.62% among 55,000 | AID 903 | Potency, µM (highest dose often 46.1 µM), inactives show top-dose activity change, negative = cytotoxicity, hits mostly cytotoxic | H1299-neo p53 null cells, ATP luminescence, 24 h, 32C;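 also: potency is read from the fitted curve at half-maximal effect; 0% = DMSO only and -100% = full killing by 100 µM tamoxifen; nearly all actives have a fitted effect of over 55% in size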
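ATP-content luminescence in p53-null H1299-neo cells after 24 h compound exposure (up to 46 uM) at 32C permissive temperature; 0% and 100% killing set by DMSO and 100 uM tamoxifen; Hill-equation AC50.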
NTMT1 inh – blocks human N-terminal methyltransferase 1 activity. Q9BV86. NTMT1 MTase-Glo SAH luminescence, purified enzyme. Potency, µM (titrated, usually from 114 µM), inactives show at the highest dose activity change, negative = inhibition, most hits filed as inhibitors. hit rate 2.5% among 59,000. AID 1645870;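 also: potency is read from the fitted curve at half-maximal effect; plate controls were DMSO vehicle for no effect and no enzyme for full effect; nearly all actives have a fitted effect of over 65% in size; many of its hits are not listed in these tables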
p53null 39C kill – selectivity test: cytotoxicity in p53 null cells, nonpermissive temperature | Potency, µM (series often up to 46.1 µM), inactives show top-dose activity, negative = cell killing, usual class: cytotoxic | hit rate 0.97% among 55,000 | AID 904 | H1299 p53-null (neo) cells, 39C, ATPlite viability, 24 h;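 also: potency is read from the fitted curve at half-maximal effect; 0% = DMSO only and -100% = full killing by 100 µM tamoxifen; nearly all actives have a fitted effect of over 50% in size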
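Concentration-response (up to 46 uM) was run for 24 h at the nonpermissive 39C on H1299-p53A138V or H1299-neo cells. ATP content was measured with ATPlite luminescence. AC50 values were Hill-modeled after normalizing between DMSO and 100 uM tamoxifen killing.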
GALK inh – GALK (human) enzyme inhibition; recombinant GALK, Kinase-Glo ATP luminescence, 1 h; 44,000 tested, under 10 active; Potency, µM (top dose mostly 57.5 µM), without a hit: top-dose activity, negative = inhibition, usual class: inhibitors; P51570; AID 1347072;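 also: plate controls were full GALK reaction for no effect and reaction lacking GALK for full effect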
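5 nM GALK with 35 µM ATP and 100 µM galactose in HEPES pH 8.0, MgCl2, NaCl, DTT, BSA; 1 h RT reaction, remaining ATP detected by Kinase-Glo Plus luminescence after 10 min; qHTS concentration series.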
FH mod – Identification of activators of human fumarate hydratase by quantitative high-throughput screening. Fumarate hydratase, mitochondrial (Homo sapiens), P07954. FH coupled MDH/diaphorase resazurin fluorescence, 15 min. Potency, µM (highest dose often 79.9 µM), for inactives: at the highest dose activity change, negative = inhibition, most hits filed as inhibitors. hit rate 0.22% among 54,000; also: potency is read from the fitted curve at half-maximal effect; % is scaled to controls: 0 for no effect and ±100 for the full control effect; the screen sought activators but most active calls are inhibition curves; nearly all actives have a fitted effect of over 45% in size
Target sequence (P07954 whole entry, looked up): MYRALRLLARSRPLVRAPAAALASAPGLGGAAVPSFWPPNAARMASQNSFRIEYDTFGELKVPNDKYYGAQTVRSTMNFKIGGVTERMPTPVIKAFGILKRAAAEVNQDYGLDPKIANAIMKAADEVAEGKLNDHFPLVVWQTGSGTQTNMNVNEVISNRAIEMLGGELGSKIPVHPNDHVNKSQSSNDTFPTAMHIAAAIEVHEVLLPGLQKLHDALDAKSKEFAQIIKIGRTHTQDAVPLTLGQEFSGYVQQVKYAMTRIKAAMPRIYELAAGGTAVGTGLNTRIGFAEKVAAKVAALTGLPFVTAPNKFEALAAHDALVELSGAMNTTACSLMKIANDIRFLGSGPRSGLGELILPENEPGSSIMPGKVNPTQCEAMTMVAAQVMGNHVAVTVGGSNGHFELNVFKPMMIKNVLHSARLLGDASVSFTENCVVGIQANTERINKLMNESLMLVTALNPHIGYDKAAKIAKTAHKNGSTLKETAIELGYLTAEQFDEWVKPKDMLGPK
B2AR arrestin ag – ADRB2 beta-arrestin recruitment | HTLA Tango cells, beta-arrestin recruitment, luciferase luminescence, 18 h | Potency, µM (titrated, usually from 46.1 µM), for inactives: at the highest dose activation, actives largely listed as activators | 44,000 tested, under 10 active | P07550;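 also: potency is read from the fitted curve at half-maximal effect; 0% = DMSO and full agonism = EC100 isoproterenol or metaproterenol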
Target sequence (P07550 whole entry, looked up): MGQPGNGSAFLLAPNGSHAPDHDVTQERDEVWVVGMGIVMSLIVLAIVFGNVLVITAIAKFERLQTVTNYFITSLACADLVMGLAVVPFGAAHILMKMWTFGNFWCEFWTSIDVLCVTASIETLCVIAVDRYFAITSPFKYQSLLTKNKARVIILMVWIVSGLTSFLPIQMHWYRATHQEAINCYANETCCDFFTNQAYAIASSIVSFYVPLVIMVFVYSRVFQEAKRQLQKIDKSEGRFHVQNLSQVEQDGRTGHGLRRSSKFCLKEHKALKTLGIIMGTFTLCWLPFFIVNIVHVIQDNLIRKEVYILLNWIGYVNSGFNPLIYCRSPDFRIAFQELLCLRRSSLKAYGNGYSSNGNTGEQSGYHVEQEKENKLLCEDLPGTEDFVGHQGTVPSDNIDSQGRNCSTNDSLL
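Tango cells expressing recombinant beta2-AR and beta-arrestin were treated with compounds (up to 46 microM titration) in DMEM with 1% FBS for 18 hr at 37 degrees C. Beta-arrestin recruitment drove tTA-dependent luciferase, read by luminescence; curves were fitted and classed.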
Active calls of the source: *; ? = inconclusive; . = not tested or not shown; [ ] = another dose, or the depositor's remark. Calls follow the shape of the dose curve; as a rule, active = well fitted curve in the direction sought with a large enough effect; inconclusive = small, poorly fitted or top-dose-only effect, or another doubt; inactive = no such curve, though single readings can be large; an effect the other way counts as inactive or inconclusive. A portion of the library; count on the stated rates, not on these rows.

Every second line gives: PTAP-TSG101 blk	p53null 32C tox	NTMT1 inh	p53null 39C kill	GALK inh	FH mod	B2AR arrestin ag
- CCc1ccc(NC(=O)Cn2cnc3sc(C)c(S(=O)(=O)N4CCC(C)CC4)c3c2=O)cc1
    -7%	2%	4%	25%	0%	5%	-2%
- Cc1cc(Nc2ccc(Br)c(C)c2)n2nc(-c3ccco3)nc2n1
    2%	5%	-14%	-2%	-3%	-1%	0%
- Cc1cccc(C2=Nc3ccccc3N=C(c3cc(Cl)ccc3O)C2)c1
    -2%	-2%	-17%	-7%	-1%	-30%	0%
- CC(C)(C)OC(=O)N1CCC(c2c(C(=O)NCCN3CCc4ccccc4C3)cnn2-c2ccc(F)cc2F)CC1
    -8%	11%	-10%	-10%	3%	-16%	0%
- COc1cccc(CNC(=O)c2ccc(NC(=O)N3CCCCc4ccccc43)cc2)c1OC
    1%	-9%	-2%	2%	1%	0%	-1%
- Cc1ccc(CNC(=O)Cn2ccn(-c3cc(C)cc(C)c3)c(=O)c2=O)cc1
    3%	-1%	-5%	-12%	0%	4%	0%
- Cc1cccc(NC(=O)CSc2nc3ccc(NC(=O)COc4ccc(Cl)cc4)cc3s2)c1
    1%	-27%	13%	-9%	-5%	3%	-3%
- CCc1ccc(NC(=O)Cn2ncc3c4ccccc4n(C)c3c2=O)cc1
    1%	7%	5%	-12%	-3%	-9%	-3%
- COc1ccc(CCNC(=O)c2cc(-c3ccc(C)c(C)c3)nc3ccccc23)cc1OC
    2%	-25%	?	?	4%	?	0%
- CCOc1ccc(-c2n[nH]c3c2C(c2cccs2)N(c2ccc(Br)cc2)C3=O)cc1 (stereo unspecified)
    -1%	31%[activator]	7%	30%[activator]	0%	-21%	0%
- COc1ccc(-c2cn3cccnc3n2)cc1NC(=O)Nc1cc(C)ccc1C
    -1%	?	?	16µM*	0%	0%	0%
- COc1ccccc1C1C(C(=O)N2CCCCC2)=C(C)Nc2nc3ccccc3n21 (stereo unspecified)
    1%	12%	?	0%	2%	2%	0%
- COc1cccc(-n2ccnc2SCC(=O)Nc2c(C)cc(C)cc2C)c1
    0%	3%	-2%	-21%	2%	-9%	-1%
- Cc1cc(Br)ccc1NC(=O)c1coc(=O)c2ccccc12
    -1%	.	7%	.	-2%	-4%	1%
- Cc1cc(C)c2c(=O)c3c(oc2c1)C(=O)N(CCCOC(C)C)C3c1ccccc1F (stereo unspecified)
    -1%	-3%	-14%	-18%	3%	4%	-1%

Next section.
Every second line gives: PTAP-TSG101 blk	p53null 32C tox	NTMT1 inh	p53null 39C kill	GALK inh	FH mod	B2AR arrestin ag
- O=C(CN1CCN(Cc2ccccc2Cl)C1=O)NCc1ccccc1Cl
    -12%	-11%	-1%	-4%	1%	-7%	0%
- CCOc1ccc(C2c3[nH]c4ccccc4c3CCN2C(=O)Cc2cccc(OCC)c2OCC)cc1 (stereo unspecified)
    -6%	5%	14%	-8%	-2%	-22%	1%
- CCCCNC(=O)c1nn(-c2ccc(C)cc2)c(=O)n(C)c1=O
    -3%	-1%	17%	2%	1%	3%	1%
- COc1ccc(S(=O)(=O)NCc2ccc3c(c2)CCN3C(=O)c2ccccc2)cc1OC
    -2%	-11%	12%	-6%	-1%	-3%	0%
- COc1ccccc1CNc1ncnc2c1cnn2-c1ccc(C)cc1
    -11%	-20%	-7%	14%	0%	-27%	4%
- CCc1cccc(C)c1NC(=O)CCS(=O)(=O)c1ccc2c(c1)oc(=O)n2C
    -2%	-4%	40µM*	-4%	-1%	0%	0%
- CC(=O)N1CCCc2cc(S(=O)(=O)N3CCCC(C(=O)Nc4cccc(Cl)c4C)C3)ccc21 (stereo unspecified)
    0%	1%	14%	9%	1%	-14%	0%
- CCn1cc(C(=O)OCC(=O)Nc2cc(Cl)ccc2OC)c(=O)c2ccc(C)nc21
    0%	3%	11%	13%	5%	7%	1%
- CN(C)CCNC(=O)c1ccc(Cn2c(=O)c3cccn3c3cccnc32)cc1
    -7%	8%	-25%	-9%	4%	11%	-1%
- O=C(CCC1N=C2c3ccccc3N=C(SCC(=O)Nc3ccccc3F)N2C1=O)NCc1ccccc1 (stereo unspecified)
    -9%	0%	1%	?	-1%	-5%	0%
- COc1cc(OC)cc(-c2cc3nc(C)c(CCC(=O)Nc4ccc(C(C)=O)cc4)c(C)n3n2)c1
    -1%	-1%	7%	-28%	0%	-6%	1%
- COc1ccc(CNC(=O)c2cnn(-c3ccc(C)cc3)c2-n2cccc2)cc1OC
    -2%	24%	-6%	18%	0%	-4%	0%
- COc1ccc(Br)cc1S(=O)(=O)Nc1cc(-c2cn3ccccc3n2)ccc1C
    -3%	2%	-1%	-21%	2%	-9%	-1%
- O=C(CCCn1c(=O)c2cccn2c2ccc(F)cc21)NCCc1ccccc1
    -2%	9%	-2%	-9%	-1%	-4%	0%
- CCCCn1cc(S(=O)(=O)c2ccc(C)c(C)c2)c(=O)c2cc(F)c(N3CCCC(C)C3)cc21 (stereo unspecified)
    0%	-3%	18%	-5%	-6%	-1%	-1%

Some of the entries so far, as a markdown table.
| mol | PTAP-TSG101 blk | p53null 32C tox | NTMT1 inh | p53null 39C kill | GALK inh | FH mod | B2AR arrestin ag |
| --- | --- | --- | --- | --- | --- | --- | --- |
| CCOc1ccc(-c2n[nH]c3c2C(c2cccs2)N(c2ccc(Br)cc2)C3=O)cc1 (stereo unspecified) | -1% | 31%[activator] | 7% | 30%[activator] | 0% | -21% | 0% |
| COc1ccc(-c2cn3cccnc3n2)cc1NC(=O)Nc1cc(C)ccc1C | -1% | ? | ? | 16µM* | 0% | 0% | 0% |
| COc1ccccc1C1C(C(=O)N2CCCCC2)=C(C)Nc2nc3ccccc3n21 (stereo unspecified) | 1% | 12% | ? | 0% | 2% | 2% | 0% |

Additional entries.
Every second line gives: PTAP-TSG101 blk	p53null 32C tox	NTMT1 inh	p53null 39C kill	GALK inh	FH mod	B2AR arrestin ag
- CCCS(=O)(=O)Nc1cc2c(cc1NCc1ccccc1)n(C)c(=O)n2C
    -3%	-9%	.	?	0%	.	1%
- Cc1nn(-c2ccccc2)c2c1cc1c(=O)[nH]c(=O)nc-1n2-c1cccc(Cl)c1
    -2%	3%	-15%	20%	0%	?	0%
- Cc1c(C(=O)N2CCCC2)oc2c1-c1nn(CC(=O)NCCCOC(C)C)cc1CC2
    0%	-5%	-5%	-24%	4%	-19%	0%
- CCCCN(CC)C(=O)c1c[nH]c2ccc(S(=O)(=O)Nc3cccc(OC)c3)cc2c1=O
    -4%	1%	12%	-8%	-1%	-1%	0%
- COc1ccc(NC(=O)CSc2nnc(N)s2)cc1
    -8%	0%	-17%	?	1%	7%	-2%
- CCc1ccc(NC(=O)CSc2nc3ncccc3[nH]2)cc1
    1%	-11%	3%	-21%	6%	-3%	0%
- CCOC(=O)c1c(NC(=O)CSc2nc(-c3ccccc3)cc(C(F)(F)F)n2)sc(C)c1C
    -8%	0%	?	-13%	0%	-19%	0%
- COCCCNC(=O)CSC1=Nc2ccccc2C2=NC(CCC(=O)NCc3ccccc3OC)C(=O)N12 (stereo unspecified)
    -1%	2%	14%	14%	-1%	-10%	-1%
- CC(=O)c1cccc(NC(=O)c2ccc3c(c2)N(Cc2ccc(C)cc2)CCS3)c1
    2%	-7%	6%	-2%	7%	-19%	0%
- CCc1ccccc1NC(=O)CN1C(=O)CCc2cc(S(=O)(=O)N3CCCCC3)ccc21
    1%	-8%	7%	4%	0%	-6%	1%
- COc1cccc(-c2cc(C(=O)N3CCN(c4ccc(F)cc4)CC3)no2)c1
    2%	0%	.	-8%	2%	.	1%
- Cc1cc(C)cc(N2CC(c3nnc(NC(=O)c4ccco4)s3)CC2=O)c1 (stereo unspecified)
    2%	-6%	5%	20%	6%	2%	-4%
- Cc1ccc(C(=O)N2CCN(c3ccccc3)CC2)cc1NC(=O)c1nsc2ccccc12
    2%	15%	11%	6%	0%	-23%	0%
- O=C(NC1CCCCC1)c1ccc2c(c1)N(Cc1ccccc1F)C(=O)c1ccccc1S2
    4%	10%	-2%	25%	0%	-29%	1%
- COc1ccc(N(CC(=O)NC(C)c2ccccc2)S(=O)(=O)c2c(C)nn(C)c2C)cc1 (stereo unspecified)
    -2%	3%	2%	-4%	9%	-24%	0%

Following part
Every second line gives: PTAP-TSG101 blk	p53null 32C tox	NTMT1 inh	p53null 39C kill	GALK inh	FH mod	B2AR arrestin ag
- CCN(C(=O)c1cc2cc(Br)cc(OC)c2oc1=O)c1ccccc1
    -17%	30%[activator]	25%	-22%	5%	2%	0%
- C=CCc1ccccc1OCCSc1nc(-c2ccc(C(C)(C)C)cc2)nc2cc(=O)[nH]n12
    -1%	5%	.	8%	-3%	.	2%
- CCN(CCCNC(=O)CSc1cc(=O)n(CC)c2ccccc12)c1cccc(C)c1
    -2%	0%	?	37%[activator]	-3%	?	1%
- CC(C)c1ccc(CNc2n[nH]c(-c3ccco3)n2)cc1
    -1%	-26%	-14%	?	0%	7%	-2%
- COC(=O)c1cc(-c2ccc(C)cc2)c2c(=O)n(C)c(=O)n(C)c2n1
    -3%	0%	5%	-14%	-1%	11%	-3%
- COc1ccc(C)cc1NC(=O)CCc1c(C)nn(-c2ccc(N3CCCCC3)nn2)c1C
    1%	-29%	.	-18%	-1%	.	1%
- Cc1ccccc1CNC(=O)c1oc2c(c1C)-c1nn(Cc3ccc(Cl)cc3)cc1CC2
    1%	8%	7%	-2%	2%	-4%	0%
- COc1cc2c(cc1OC)C(c1ccc(F)cc1)N(c1ccccc1)C(=O)C2 (stereo unspecified)
    -2%	-3%	.	-2%	0%	.	1%
- COc1ccc(Nc2ncnc3c2nc2n3CCCCC2)cc1
    -3%	?	1%	?	-3%	4%	0%
- Fc1ccc(-c2csc(-c3nc(-c4ccc(Br)s4)cs3)n2)cc1
    -3%	1%	10%	-29%	0%	5%	-2%
- O=C(OCC1CCCO1)c1ccc2c(c1)N(Cc1ccc(F)cc1)C(=O)c1ccccc1S2(=O)=O (stereo unspecified)
    0%	3%	14%	-24%	-1%	-15%	-1%
- COc1ccc(N2CCN(S(=O)(=O)c3ccc(F)c(C(=O)Nc4ccccc4Cl)c3)CC2)cc1
    -1%	?	13%	22%	2%	7%	0%
- Cc1c(CC(=O)N2CCCCC2)c(=O)oc2c(C)c3occ(C(C)(C)C)c3cc12
    -4%	6%	-1%	-20%	1%	-2%	-1%
- COc1ccccc1NC(=O)CSc1nnc2c(n1)[nH]c1ccccc12
    1%	-8%	13%	-12%	0%	?	1%
- Cc1ccc(NCc2cccn2-c2nnc(N3CCC(C(=O)NCc4ccccc4C)CC3)s2)cc1
    -1%	6%	0%	1%	6%	-19%	0%
- COc1cccc(C2C=C(c3ccc(C)cc3)Nc3c(C(=O)Nc4ccc(F)cc4)cnn32)c1OC (stereo unspecified)
    -5%	35%[activator]	3%	30%[activator]	1%	-10%	1%
- CCc1ccc(N2C(=O)CSC23C(=O)N(Cc2cccc(OC)c2)c2ccccc23)cc1 (stereo unspecified)
    -2%	0%	8%	5%	0%	-18%	1%
